# Apoferritin bind – binds horse apoferritin like a general anesthetic; apoferritin/1-aminoanthracene competitive binding, fluorescence; Potency, µM (series often up to 77.5 µM), without a hit: at the highest dose activity change, negative = displacement, most hits filed as inhibitors; 350,000 tested, 0.074% active; AID 485281; note: potency is the fitted concentration of half-maximal effect; % is set by controls: 0 for no effect and ±100 for the full control effect; nearly all actives have a fitted effect of over 20% in size
#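 Steps: apoferritin (10 uM) was premixed with half-saturated 1-AMA in PBS, compounds were pin-transferred, plates stood 10 min at room temperature, fluorescence was read at 380/535 nm, and curves were fitted with a Hill equation.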
# Pol iota inh – inhibitors of human DNA polymerase iota. Q9UNA4. Potency, µM (top dose mostly 115 µM), for inactives: at the top dose activity, negative = inhibition, hits mostly inhibitors. 390,000 tested, 1% active. Pol iota fluorescent replication assay, 10 min. AID 588590; note: potency is the fitted concentration of half-maximal effect
#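 Fluorescent replication assay read twice, at 0 min and 10 min after adding 50 nM (final) substrate. Enzyme (10 nM) and compounds were first incubated 15 min at room temperature; enzyme-free buffer wells were negative controls.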
# APE1 inh – blocks human APE1 abasic DNA cleavage; P27695; recombinant APE1, TAMRA/BHQ-2 abasic DNA cleavage fluorescence; Potency, µM (highest dose often 65.8 µM), without a hit: at the top dose activity change, negative = inhibition, actives largely listed as inhibitors; 350,000 tested, 0.35% active;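 note: potency is the fitted concentration of half-maximal effect; plate controls were vehicle for no effect and reference inhibitor for full effect; nearly all actives have a fitted effect of over 55% in size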
# Target sequence (P27695 whole entry, looked up): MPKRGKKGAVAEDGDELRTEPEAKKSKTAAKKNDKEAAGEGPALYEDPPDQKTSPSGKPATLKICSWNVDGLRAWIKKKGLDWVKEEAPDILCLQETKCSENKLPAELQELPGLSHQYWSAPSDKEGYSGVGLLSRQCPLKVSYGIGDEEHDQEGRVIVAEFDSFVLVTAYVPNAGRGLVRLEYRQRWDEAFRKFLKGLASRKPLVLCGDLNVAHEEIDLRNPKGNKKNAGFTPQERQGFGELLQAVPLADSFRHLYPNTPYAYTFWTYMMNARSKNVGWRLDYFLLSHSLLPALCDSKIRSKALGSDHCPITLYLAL
#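 Enzyme (0.75 nM final) and test compound are incubated 15 min at room temperature before adding 50 nM quenched THF abasic-site duplex. Cleavage dequenches TAMRA, followed at 525/598 nm over three reads one minute apart.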
# ERG-DNA inh – blocks human ERG Ets domain binding to DNA; P11308; fluorescence polarization, His-ERG Ets domain / labelled DNA; Potency, µM (titrated, usually from 76.9 µM), for inactives: top-dose FP activity, negative = inhibition, usual class: inhibitors; 370,000 tested, 0.028% active; active = well fitted inhibition curve with a large enough effect in the polarisation, with a control signal flat; inconclusive = small, poorly fitted or top-dose-only effect, or effect the other way, or a change in a side signal; inactive = no such curve, though single readings can be large or run the other way; the % refers to the polarisation;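 note: polarization taken with two DNA probes labelled with fluorescein and Texas red; potency is the fitted concentration of half-maximal effect; % of control where 0% means no effect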
#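 His-tagged ERG Ets domain (1 uM in the protein solution; 300mM KCl, 50mM Tris-HCl, 1mM EDTA, 1mM DTT, pH 7.5) received compound, then a probe mix of 5 nM fluorescein-DNA and 100nM Texas-615-DNA. Fluorescence polarization was read for both dyes.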
# TRHR agonist – agonists of human TRH receptor | P34981 | TRHR cells, calcium flux fluo-8, FDSS agonist mode | activation, % at 2 µM | 360,000 tested, 0.18% active | AID 493084; in the data active = activation above about 30%; note: 0% is about no effect
#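 Fluo-8-loaded TRHR cells; 10 s baseline, compound added, kinetic Ca2+ fluorescence read 1/s, agonist mode.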
# BLM helicase inh – blocks DNA unwinding by human BLM helicase. recombinant BLM DNA unwinding, fluorescence dequenching. Potency, µM (doses to about 56.1 µM), without a hit: at the top dose activity change, negative = inhibition, most hits filed as inhibitors. 350,000 tested, 0.2% active. AID 2528;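 note: potency is the fitted concentration of half-maximal effect; plate controls were vehicle for no effect and no enzyme for full effect; nearly all actives have a fitted effect of over 35% in size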
# ALOX12 inh – blocks human arachidonate 12S-lipoxygenase; Potency, µM (doses to about 108 µM), inactives show top-dose activity change, negative = inhibition, actives largely listed as inhibitors; AID 1671190; 580,000 tested, 1.1% active; purified 12hLO, xylenol orange hydroperoxide absorbance; P18054; note: potency is the fitted concentration of half-maximal effect; % is set by controls: 0 for no effect and ±100 for the full control effect
# Target sequence (P18054 whole entry, looked up): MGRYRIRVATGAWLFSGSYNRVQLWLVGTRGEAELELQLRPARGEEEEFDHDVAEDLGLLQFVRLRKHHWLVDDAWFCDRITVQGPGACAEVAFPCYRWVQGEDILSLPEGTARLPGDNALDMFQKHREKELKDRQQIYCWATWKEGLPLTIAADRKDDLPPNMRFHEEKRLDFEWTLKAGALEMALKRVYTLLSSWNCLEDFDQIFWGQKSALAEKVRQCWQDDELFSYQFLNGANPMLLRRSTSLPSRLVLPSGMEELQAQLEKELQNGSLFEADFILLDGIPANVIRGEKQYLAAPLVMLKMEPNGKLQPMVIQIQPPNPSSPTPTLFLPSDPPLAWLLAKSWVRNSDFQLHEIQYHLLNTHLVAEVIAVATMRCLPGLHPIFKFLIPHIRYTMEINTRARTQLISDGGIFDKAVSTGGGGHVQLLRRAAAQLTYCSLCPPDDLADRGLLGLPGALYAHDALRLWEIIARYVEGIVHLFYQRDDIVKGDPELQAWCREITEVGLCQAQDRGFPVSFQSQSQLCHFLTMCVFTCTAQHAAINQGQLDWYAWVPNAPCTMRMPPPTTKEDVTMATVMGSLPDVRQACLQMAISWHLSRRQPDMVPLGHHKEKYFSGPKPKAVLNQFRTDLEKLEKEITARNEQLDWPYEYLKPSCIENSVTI
#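 Purified human 12hLO (150 nM final) in 25 mM Hepes, 0.01% Triton X-100, pH 7.0 was preincubated 15 min at room temperature with compound. Then 40 uM arachidonic acid was added, 30 min. Hydroperoxide was read by Fe-XO absorbance ratio 573/405 nm.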
# POLK inh – inhibitors of human DNA polymerase kappa; 400,000 tested, 0.53% active; AID 588579; purified Pol kappa, fluorescent DNA synthesis assay, 10 min; Potency, µM (top dose mostly 107 µM), inactives show top-dose activity, negative = inhibition, hits mostly inhibitors; note: potency is the fitted concentration of half-maximal effect; % is set by controls: 0 for no effect and ±100 for the full control effect
#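 Kinetic fluorescence readout at 0 and 10 min followed reaction start with substrate at 50 nM final. Beforehand, enzyme (10 nM Pol kappa) stood 15 min with compound at room temperature; buffer-only wells were negative controls.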
# Pol beta inh – inhibitors of human DNA polymerase beta; P06746; Pol beta primer extension/strand displacement, fluorescence kinetic; Potency, µM (top dose mostly 114 µM), inactives show top-dose activity change, negative = inhibition, hits mostly inhibitors; 340,000 tested, 1.3% active; AID 485314; note: potency is the fitted concentration of half-maximal effect; % is set by controls: 0 for no effect and ±100 for the full control effect
#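 Homogeneous kinetic assay of primer extension and strand displacement by 10 nM Pol beta, preincubated 15 min at room temperature with compound before 50 nM substrate (final) was added. Read at 0 and 10 min; four-parameter Hill fit.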
# * hit, by the source's call; ? = inconclusive; . = no result given; & = joins results of further samples; [ ] = another dose, or the depositor's remark. Unless noted, calls come from the whole dose curve; as a rule, active = well fitted curve in the direction sought with a large enough effect; inconclusive = small, poorly fitted or top-dose-only effect, or another doubt; inactive = no such curve, though single readings can be large; an effect the other way counts as inactive or inconclusive.
SMILES,Apoferritin bind,Pol iota inh,APE1 inh,ERG-DNA inh,TRHR agonist,BLM helicase inh,ALOX12 inh,POLK inh,Pol beta inh
COc1ccc(NS(=O)(=O)c2cccc(C(=O)NCCc3ccc(S(N)(=O)=O)cc3)c2)cc1,.,-10.7%,13.9%,-3.1%,0.5,.,0.3%,3.2%,.
COc1cc(C(=O)Nc2c(C(=O)O)[nH]c3ccc(C)cc23)cc(OC)c1OC,3.7%,-0.3%,-0.8%,-3.7%,-0.3,-2.6%,0.5%,-22.0%,-19.1%
CC(=O)NCCc1ccc(O)cc1,-9.5%,-21.4%,-0.9%,-13.5%,0.0,-5.1%,-29.8%,-4.4%,9.4%
CCc1nc(SCC(=O)NNC(=O)c2ccc(OC)cc2)c2ccccc2n1,-15.7%,65.9%[activator],-2.6%,6.9%,-0.2,-5.4%,-5.3%,2.4%,-4.7%
O=C(Nc1ccccc1Cl)c1ccc2nsnc2c1,-6.8%,65.2%[activator],14.2%,-10.3%,-0.7,-4.4%,-8.2%,3.7%,36.3%
C/C(=N\NC(=O)c1c(Cl)cnn1C)c1cccc(NC(=O)COc2ccccc2)c1,0.7%,9.5%,-2.9%,-5.2%,-0.5,-4.1%,-3.5%,-11.9%,-0.2%
O=C(CSc1nnc2ccc(-c3ccccn3)nn12)Nc1ccccc1F,.,26.1%,-5.6%,17.2%,-0.4,.,-12.6%,-5.6%,.
Cc1ccc(OC(=O)CCC(=O)Nc2ccc(S(=O)(=O)Nc3cc(C)on3)cc2)cc1,-9.3%,12.1%,7.0%,1.6%,-0.2,-1.8%,0.6%,7.7%,0.7%
O=C(CN1C(=O)CCC1=O)Nc1ccc2c3c(cccc13)CC2,-13.3%,13.1%,1.0%,0.0%,-0.2,-1.9%,?,-8.9%,1.5%
Cc1ccc(S(=O)(=O)N2CCN(C(=O)CN3C(=O)c4ccc([N+](=O)[O-])cc4C3=O)CC2)cc1C,.,-2.8%,0.8%,28.2%,0.0,.,?,-7.3%,.
Cc1ccccc1Nc1c(-c2ccc(Cl)s2)nc2c(C)cccn12,54.0%[activator],-38.8%,.,2.4%,-0.5,-9.9%,?,-23.8%,11.2µM*
O=C(Nc1ccncc1)Nc1ccc(F)c(Cl)c1,-7.8%,11.3%,11.0%,0.3%,1.8,-1.3%,-4.1%,-10.9%,15.0%

# Next section, starting with the last three of the part before.
SMILES,Apoferritin bind,Pol iota inh,APE1 inh,ERG-DNA inh,TRHR agonist,BLM helicase inh,ALOX12 inh,POLK inh,Pol beta inh
Cc1ccc(S(=O)(=O)N2CCN(C(=O)CN3C(=O)c4ccc([N+](=O)[O-])cc4C3=O)CC2)cc1C,.,-2.8%,0.8%,28.2%,0.0,.,?,-7.3%,.
Cc1ccccc1Nc1c(-c2ccc(Cl)s2)nc2c(C)cccn12,54.0%[activator],-38.8%,.,2.4%,-0.5,-9.9%,?,-23.8%,11.2µM*
O=C(Nc1ccncc1)Nc1ccc(F)c(Cl)c1,-7.8%,11.3%,11.0%,0.3%,1.8,-1.3%,-4.1%,-10.9%,15.0%
Cc1ccc(-c2nn(-c3ccccc3)cc2NC(=O)CCl)cc1,-9.4%,-3.1%,1.4%,9.4%,1.5,-3.2%,?,4.1%,3.4%
COc1ccc([N+](=O)[O-])cc1NC(=O)c1ccccc1N(C)S(C)(=O)=O,0.2%,-14.4%,-14.6%,-2.2%,-0.1,7.4%,-14.5%,6.0%,-11.8%
CCCCSc1n[nH]c(=S)c2nc[nH]c12,.,?,.,-6.2%,.,.,?,-9.3%,.
Nn1cc(-c2ccccc2)nc1SCC(=O)NCC1CCCO1 (centres undefined),-7.0%,-3.4%,4.9%,0.7%,0.0,-2.3%,16.7%,1.2%,-7.9%
CCC(=O)N1CCN(c2cc(N3CCN(C)CC3)c(F)cc2[N+](=O)[O-])CC1,-1.4%,10.7%,1.2%,-9.0%,-0.8,0.5%,-4.6%,-0.5%,29.9%
Cc1ccc(C2/C(=C(\O)c3ccc4c(c3)OCCO4)C(=O)C(=O)N2Cc2cccnc2)cc1 (centres undefined),-0.1%,11.8%,75.6%[activator],-2.7%,-0.2,0.0%,?,-3.5%,-28.3%
COc1cccc(CN(CC(=O)NCc2ccccc2)S(=O)(=O)CCl)c1,.,5.1%&-5.3%,-11.7%,-10.0%,-0.5,.,-5.2%,3.8%&-8.3%,.
CN(CCCCCCN(C)Cc1ccccc1O)Cc1ccccc1O,-3.2%,-2.8%,3.8%,0.0%,0.5,3.3%,?,-8.8%,-1.0%
CCc1ccc(NC(=O)Cn2c(=O)c3cccn3c3ccccc32)cc1,4.7%&-5.1%,?,75.4%[activator],0.5%&1.3%,1.2&0.2,-5.0%&-7.1%,?,-20.9%&-22.1%,20.3%&-5.0%
COc1ccccc1CC(=O)N1CCN(c2ccccc2F)CC1,0.6%,-15.4%,13.2%,-12.9%,-0.7,1.5%,23.9%,4.9%,16.4%
CC[C@H](C)[C@H](NC(=O)[C@H](Cc1ccc(O)cc1)NC(=O)[C@@H](N)C(C)C)C(=O)N[C@@H](Cc1cnc[nH]1)C(=O)N1CCC[C@H]1C(=O)N[C@@H](Cc1ccccc1)C(=O)O,14.3%,19.4%,7.2%,-5.6%,2.1,5.6%,.,9.1%,-19.7%
CCOc1ccc(NC(=O)CN2CCC(NC(=O)C3CCCCC3)CC2)cc1,-6.9%,.,-2.3%,.,-0.1,-1.1%,.,.,10.4%
CCOC(=O)c1cnc(SCC(=O)OC)nc1N,3.4%,-7.5%,0.9%,1.8%,-0.3,0.0%,1.2%,9.3%,2.8%
C1=CC2c3ccccc3NC(c3ccncc3)C2C1 (centres undefined),?,?,?,-3.0%,1.5,-16.4%,?,-18.7%,11.4%
CCOC(=O)c1ccc2c(c1)N(Cc1cc(C)ccc1C)C(=O)c1ccccc1S2(=O)=O,-22.5%,-5.4%,.,-2.7%,0.1,-10.1%,?,-1.0%,27.6%
COc1cccc(CNC(=O)c2ccccc2SCC(=O)N2CCCC2)c1,.,29.7%,30.8%,1.2%,0.0,.,?,-19.2%,.
COC(=O)c1ccc(C2c3c(-c4ccccc4O)n[nH]c3C(=O)N2Cc2ccncc2)cc1 (centres undefined),4.4%,-9.0%,.,-10.5%,-1.7,-0.7%,?,-10.8%,0.6%
CN(C)c1ccc(S(=O)(=O)N2CCCCC2)cc1NC(=O)CCNC(=O)c1ccc(Cl)cc1,.,22.4%,28.3%,14.9%[15.4 µM],-0.9,.,62.7%[activator],-5.4%,.
COc1cc(NC(=O)C2CCCN(S(=O)(=O)c3ccc4c(c3)CCCC(=O)N4)C2)cc(OC)c1 (centres undefined),4.0%,13.5%,.,9.7%,0.4,0.2%,-2.5%,1.2%,16.8%
Cc1cc(C)n2nc(SCC(=O)N3CCOCC3)nc2n1,.,19.3%,60.7%[activator],-18.5%,0.1,.,135.9%[activator],-3.7%,.
O=C(NCc1ccco1)C1CC(c2cc(C(F)(F)F)cc(C(F)(F)F)c2)=NO1 (centres undefined),0.3%,1.7%,-1.5%,-4.1%,-0.3,-6.4%,0.0%,-16.4%,1.5%
COc1ccc(C(C)=O)cc1CN1C(=O)NC(CC(C)C)C1=O (centres undefined),-15.0%,29.7%,-3.0%,-4.3%,2.0,-8.8%,1.2%,-10.2%,-8.0%
COc1ccc(N(C(=O)CCC(=O)Nc2cc(C)on2)C(C(=O)NC2CCCC2)c2ccco2)cc1 (centres undefined),-9.4%,82.6%[activator],-1.1%,1.9%,-0.7,-2.7%,-6.2%,-4.9%,37.3%[activator]
CCS(=O)(=O)c1ccc2oc(SCC(=O)Nc3ccc(OC)c(OC)c3)nc2c1,-2.1%,124.1%[activator],-0.5%,2.2%,0.4,-6.2%,13.6%,-4.0%,?
CCC(C)n1c(SCC(=O)NCc2ccco2)nnc1-c1cccc(S(=O)(=O)N2CCOCC2)c1 (centres undefined),-8.8%,7.1%,2.7%,8.9%,-0.4,-2.3%,0.0%,0.4%,21.6%
O=C(COc1ccc(S(=O)(=O)N2CCCCC2)cc1)Nc1ccccc1F,-7.1%,22.8%,-5.7%,14.1%,-0.5,-5.6%,287.2%[activator],-2.8%,11.1%
Cc1ccc(-c2noc(CNC(=O)c3ccc4c(c3)OCO4)n2)cc1,-12.3%,32.5%[activator],50.1%[activator],3.5%,-1.2,0.4%,?,-13.1%,-19.8%
CCc1ccccc1Nc1cc(C(=O)NC2CCC(C)CC2)c2ccccc2n1 (centres undefined),39.3%[activator],32.4%[activator],.,0.4%,0.1,-6.1%,-26.0%,-11.4%,12.3%

# Just POLK inh, TRHR agonist and Pol beta inh, for some of the entries so far:
smiles | POLK inh | TRHR agonist | Pol beta inh
O=C(COc1ccc(S(=O)(=O)N2CCCCC2)cc1)Nc1ccccc1F | -2.8% | -0.5 | 11.1%
CCc1ccccc1Nc1cc(C(=O)NC2CCC(C)CC2)c2ccccc2n1 (centres undefined) | -11.4% | 0.1 | 12.3%
Cc1ccc(-c2noc(CNC(=O)c3ccc4c(c3)OCO4)n2)cc1 | -13.1% | -1.2 | -19.8%

# Screening data: PubChem BioAssay, National Center for Advancing Translational Sciences (NCATS)

# This is a subset. The share of hits here may be higher or lower than overall.
